SENP8 block – SENP8 (human) protease inhibition; 360,000 compounds, 0.64% hits; inhibition, % at 20 µM; recombinant SENP8, Nedd8 substrate fluorescence; in the data active = inhibition mostly above about 40%, no sharp cut-off; inactive = mostly below about 27%
Target sequence (Q96LD8 whole entry, looked up): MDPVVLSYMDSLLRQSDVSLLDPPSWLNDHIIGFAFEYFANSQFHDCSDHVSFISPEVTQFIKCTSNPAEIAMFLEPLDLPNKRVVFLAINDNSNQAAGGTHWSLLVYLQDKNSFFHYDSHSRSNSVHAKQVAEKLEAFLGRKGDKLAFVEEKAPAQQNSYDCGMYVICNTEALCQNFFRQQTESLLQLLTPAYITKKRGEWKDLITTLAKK
SENP7 inh – inhibitors of human SENP7 protease | inhibition, % at 5 µM | recombinant SENP7, Z-RLRGG-aminoluciferin luminescence, 40 min | Q9BQF6 | 330,000 compounds, 1.5% hits | AID 434973;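 active = inhibition above about 50% at the single test dose, limit read from the data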;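 note: plate controls were DMSO with enzyme for no effect and no enzyme buffer wells for full effect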
HKDC1 inh – inhibitors of human hexokinase HKDC1 | Q2TB90 | recombinant HKDC1, G6PDH/diaphorase resazurin coupled fluorescence | inhibition, % at 20 µM | 340,000 compounds, 0.16% hits | AID 493160;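 active = inhibition above about 35% when tested at 20 µM, limit read from the data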;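 note: plate controls were DMSO wells with enzyme for no effect and DMSO wells lacking enzyme for full effect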
Target sequence (Q2TB90 whole entry, looked up): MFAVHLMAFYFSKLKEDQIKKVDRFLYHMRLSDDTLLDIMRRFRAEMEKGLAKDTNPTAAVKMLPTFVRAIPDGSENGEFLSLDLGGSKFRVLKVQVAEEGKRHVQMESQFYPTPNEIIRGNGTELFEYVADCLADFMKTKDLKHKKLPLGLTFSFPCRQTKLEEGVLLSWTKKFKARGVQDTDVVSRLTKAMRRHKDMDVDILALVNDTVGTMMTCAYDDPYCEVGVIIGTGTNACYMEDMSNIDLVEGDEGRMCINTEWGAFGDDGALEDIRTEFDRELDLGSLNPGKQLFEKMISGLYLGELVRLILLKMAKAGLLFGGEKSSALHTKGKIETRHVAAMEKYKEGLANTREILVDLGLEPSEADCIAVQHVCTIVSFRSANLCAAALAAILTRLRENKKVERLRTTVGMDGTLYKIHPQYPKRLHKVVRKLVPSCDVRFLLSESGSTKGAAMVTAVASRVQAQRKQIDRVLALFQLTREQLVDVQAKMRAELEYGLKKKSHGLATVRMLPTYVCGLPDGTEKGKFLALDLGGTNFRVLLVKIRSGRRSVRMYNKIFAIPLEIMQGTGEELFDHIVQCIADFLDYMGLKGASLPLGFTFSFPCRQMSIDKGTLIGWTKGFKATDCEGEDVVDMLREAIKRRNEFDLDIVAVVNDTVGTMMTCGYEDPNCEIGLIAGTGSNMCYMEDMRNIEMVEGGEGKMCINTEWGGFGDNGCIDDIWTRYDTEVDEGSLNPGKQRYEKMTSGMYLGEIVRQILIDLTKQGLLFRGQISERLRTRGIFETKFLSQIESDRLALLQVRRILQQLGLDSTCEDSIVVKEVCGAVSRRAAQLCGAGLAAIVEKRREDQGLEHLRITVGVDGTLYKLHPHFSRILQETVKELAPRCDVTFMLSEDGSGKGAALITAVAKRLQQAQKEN
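Assay system: recombinant HKDC1 hexokinase; detection: coupled resazurin fluorescence, excitation 525 nm, emission 613 nm; benchmarks: DMSO-plus-enzyme-mix negative control, buffer-substituted positive control; compound dosing: single 20 µM dose; schedule: 90 min at room temperature in dark; also added: glucose plus 1 mM ATP as hexokinase substrates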
GRIN3A LBD mod – NR3A (human) ligand-binding domain modulation; NR3A LBD differential scanning fluorimetry, Tm shift; 0% = protein alone, 100% = glycine-bound protein; Tm shift relative to glycine control, % at 25 µM; 340,000 compounds, 2.5% hits;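 active = melting temperature shift of at least 10% of the positive control shift, at one fixed dose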
SENP6 block – blocks the human protease SENP6 | inhibition, % at 10 µM | Q9GZR1 | Recombinant SENP6 catalytic domain, aminoluciferin luminescence | AID 2599 | 330,000 compounds, 1.8% hits;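 active = inhibition above about 50% at the single tested dose, limit read from the data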;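 note: plate controls were DMSO wells with enzyme for no effect and DMSO wells lacking enzyme for full effect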
PfG6PD inh – PfG6PD (Plasmodium falciparum) enzyme inhibition; PfGluPho enzyme, NADPH resazurin-diaphorase fluorescence; inhibition, % at 20 µM; 350,000 compounds, 0.78% hits;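 active = inhibition reaching at least a set limit at 20 µM in the primary screen, cut at about 59% in these data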;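 note: 0% = DMSO wells with substrate and 100% = DMSO wells lacking glucose-6-phosphate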
MPTP block – inhibitors of mitochondrial permeability transition pore; 360,000 compounds, 1.4% hits; isolated mouse mitochondria, Ca2+ swelling absorbance, 30 min; AID 602449; inhibition, % at 10 µM;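 active = inhibition of 50% or more, scaled per plate between neutral and stimulator controls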;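 note: 0% = DMSO wells given calcium and 100% = 1 mM EGTA wells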
ATG4B inhibitor – blocks human ATG4B protease cleavage of LC3 substrate; Q9Y4P1; ATG4B cleavage of LC3-PLA2, NBD-HPC fluorescence, 1 h; inhibition, % at 8.33 µM; 340,000 compounds, 0.51% hits; in the data active = inhibition above about 40%
The depositor's hits bear a star; . = not tested or not shown.

SMILES	SENP8 block	SENP7 inh	HKDC1 inh	GRIN3A LBD mod	SENP6 block	PfG6PD inh	MPTP block	ATG4B inhibitor
N#Cc1c(NC(=O)Cn2nc(C(F)(F)F)c3c2CCCC3)sc2c1CCC2	16	-1	-18	5	4	70*	12	-8
O=S(=O)(c1cccc(F)c1)N1CCN(C(=S)NCC2CCCO2)CC1 (stereo not drawn)	6	9	-7	-3	-19	-1	0.2	7
CC(=O)c1c(O)cc(=O)n(-c2ccccc2)c1-c1ccc(C)cc1	23	-10	-6	-1	-1	-14	-0.2	1
c1ccc(-c2noc(CN3CCc4sccc4C3)n2)cc1	14	2	5	2	-2	5	-0.8	-8
CCCCNC(=S)NNC(=O)c1csc(CC)c1	22	11	-2	0	-7	5	-0.3	-8
COc1ccc(OCCCC(=O)Nc2nc(-c3ccccn3)cs2)cc1	-8	4	10	-5	4	21	-1.5	1
O=C(Nc1ccc(Cl)cc1F)C1CC1c1ccccc1 (stereo not drawn)	-1	5	-3	2	8	-7	-0.2	4
CCc1nnc(NC(=O)c2cccc(S(=O)(=O)N(C)c3ccc(OC)cc3)c2)s1	3	6	2	2	-8	-41	-2.3	-8
CC(C)(C)S(=O)N1Cc2cn(Cc3ccccc3)c(=O)cc2[C@H]1CCO (stereo partly drawn)	-24	.	-3	1	.	-1	0.8	0
Cc1ccc(-c2csc(=S)n2CC(=O)OCC(=O)NCc2ccco2)cc1	5	-4	9	1	-7	20	4.4	10
O=C(CN1CCC(n2nnc3cc(F)ccc32)CC1)NNC(=O)c1ccccc1	6	-1	-4	0	-11	-2	0.3	-7
COc1cc(/C=C2\SC(=O)N(CCN)C2=O)ccc1OS(=O)(=O)c1cc(C)ccc1C	-5	.	15	-16	.	10	82*	17
CC1CCCCC1NC(=O)c1cccc(N2C(=O)C3C4C=CC(C4)C3C2=O)c1 (stereo not drawn)	9	3	3	-2	-4	14	-1.4	-6
O=S(=O)(c1ccccc1)c1nc(-c2ccco2)oc1NCc1ccccc1	-17	-1	-4	-3	15	23	-2.2	-9
CC(=O)Nc1ncc(Cc2cc(Cl)ccc2Cl)s1	15	5	-2	-2	-4	-13	-0.4	13

Laid out differently: 3 of the compounds above
SENP8 block	SENP7 inh	HKDC1 inh	GRIN3A LBD mod	SENP6 block	PfG6PD inh	MPTP block	ATG4B inhibitor	mol
23	-10	-6	-1	-1	-14	-0.2	1	CC(=O)c1c(O)cc(=O)n(-c2ccccc2)c1-c1ccc(C)cc1
14	2	5	2	-2	5	-0.8	-8	c1ccc(-c2noc(CN3CCc4sccc4C3)n2)cc1
22	11	-2	0	-7	5	-0.3	-8	CCCCNC(=S)NNC(=O)c1csc(CC)c1

The list goes on.
SMILES	SENP8 block	SENP7 inh	HKDC1 inh	GRIN3A LBD mod	SENP6 block	PfG6PD inh	MPTP block	ATG4B inhibitor
COc1ccc(CCNC(=O)C(=O)Nc2ccc3c(c2)OCO3)cc1OC	13	-2	-5	1	-10	0	5.8	3
CC(O)(c1ccccc1)C(c1ccccc1)C1CCCCN1 (stereo not drawn)	22	-5	-4	0	-15	-5	0.0	-2
COCC(C)n1c(C)cc(C(=O)CSc2nnc(N)s2)c1C (stereo not drawn)	11	10	-3	1	3	7	0.5	2
CCCCOC(=O)/C=C/c1ccc(OC(=O)OC)c(OC(=O)OC)c1	-76	1	-6	-1	1	-35	8.9	5
O=C(Nc1cc(Cl)ccc1N1CCOCC1)c1ccc(N2CCCC2=O)cc1	-34	-5	-10	1	7	-3	-2.1	-11
CCOC(=O)c1[nH]c(C)c(C(=O)Nc2ccc(Cl)cc2)c1C	-1	1	-5	0	-3	4	-1.8	-1
CCOc1ccc(S(=O)(=O)N(CC)CC(=O)NCc2cccnc2)cc1	13	-4	-6	1	-25	-26	0.0	2
Cn1c(/N=C/c2c[nH]c3ccccc23)nc2ccccc21	17	93*	0	-1	95*	29	1.2	-39
Cc1ccc(NC(=O)c2ccco2)c(NC(=O)C2CCCO2)c1 (stereo not drawn)	17	-8	-12	-2	-5	-15	-1.2	8
CCOCc1c(C(=O)Nc2ccc(OC)nc2)oc2ccccc12	2	-3	-3	0	-12	41	-0.2	-6
CCOC(=O)Nc1sc(=S)n(C)c1C	9	11	-14	3	-3	50	0.8	1
O=C(c1cccc(F)c1)N1CCN(C(=O)c2cc3ncc(Br)cn3n2)CC1	13	-3	-5	0	10	-13	-2.2	20
CC1=C(C(=O)Nc2ccccc2)C(c2ccccn2)n2nc(CCCO)nc2N1 (stereo not drawn)	-4	1	-3	-1	-13	-7	-0.6	-2
O=C(Nc1ccc2ccccc2n1)Nc1cccs1	18	-3	-3	-1	-6	-2	1.5	-6
COc1ccc(C(=O)N/C(=C\c2cn(C)c3ccccc23)C(=O)N2CCOCC2)cc1	-2	-1	-1	-3	-7	-6	-0.1	-2
Cc1ccc2c(c1)C1CN(C)CCC1N2C(=O)c1cccc(S(=O)(=O)N2CC(C)CC(C)C2)c1 (stereo not drawn)	29	-5	-1	-1	-17	13	-2.1	-3
O=C(Nc1ccc(N2CCOCC2)c(Cl)c1)c1ccc(-n2cnnc2)cc1	10	-6	0	0	-9	17	-2.4	-8
CCOC(=O)c1[nH]c2ccccc2c1NC(=O)CC(C)C	-397	-12	-2	0	-16	-3	-1.0	-3
CCOC(=O)C(C)On1c(-c2ccccc2)nc2ccc([N+](=O)[O-])cc21 (stereo not drawn)	15	76*	-3	2	84*	62*	-2.3	-9
Cn1c(Cn2nnc3ccccc32)nnc1SCC(=O)N1c2ccccc2CCc2ccccc21	6	-9	-11	-17	-8	2	2.5	-3
O[C@@H]1CN(C2CCN(Cc3ccccc3)CC2)CC[C@H]1N1CCCCCC1	-6	.	0	1	.	8	-1.0	2
CC(C)C(=O)NCCc1nc(-c2ccc(Cl)cc2)no1	17	-1	-7	0	1	4	0.6	-4
O=C([C@H](O)c1ccccc1)N1CCC[C@H]1CO	1	2	-9	1	-4	9	1.1	-9
COc1ccc(NC(=O)N2CCCC2C(=O)Nc2cccc(C)c2C)cc1 (stereo not drawn)	8	-3	-6	-1	-3	-6	-0.9	-2
CCOC(=O)C1CCN(C(=O)Nc2ccc(Cl)cc2)CC1	21	5	-6	4	-14	6	0.2	-6
CCCCC(c1nnnn1C1CCCC1)N1CCN(C(=O)c2ccco2)CC1 (stereo not drawn)	12	-5	-3	0	-13	4	-1.9	8
C=CCN(Cc1nc(-c2ccc(OC)cc2)no1)C(=O)c1ccc2c(c1)OCO2	4	2	-5	0	14	20	-0.4	2
COC(=O)c1ccccc1NC(=O)CCCn1nc([N+](=O)[O-])c(Br)c1C	22	1	-1	2	0	1	1.0	2
Cc1ccc(S(=O)(=O)NC(CC(C)C)C(=O)Oc2ccc3c4c(c(=O)oc3c2)CCC4)cc1 (stereo not drawn)	-266	1	29	-6	-3	26	2.9	-12
COc1cccc(CN(C)S(=O)(=O)c2c(C)noc2C)c1OC	10	4	-2	0	-12	-9	-1.2	3

Part of the list above, reduced to GRIN3A LBD mod.
Structure,GRIN3A LBD mod
C=CCN(Cc1nc(-c2ccc(OC)cc2)no1)C(=O)c1ccc2c(c1)OCO2,0
COC(=O)c1ccccc1NC(=O)CCCn1nc([N+](=O)[O-])c(Br)c1C,2

Other entries follow.
SMILES	SENP8 block	SENP7 inh	HKDC1 inh	GRIN3A LBD mod	SENP6 block	PfG6PD inh	MPTP block	ATG4B inhibitor
Cc1nc2cc(C(=O)NCCN3CCOCC3)ccc2n1-c1ccc(F)cc1F	10	0	1	3	-12	-6	-0.2	-15
N#Cc1ccc(OCC(=O)Nc2cccc(S(=O)(=O)NC3=NCCCCC3)c2)cc1	7	-7	1	-2	4	-9	-0.1	-2
C=CCNC(NC(=O)c1ccccc1)(C(=O)OCC)C(F)(F)F (stereo not drawn)	0	-2	18	1	-4	-18	-1.6	8
CC1=C(C(=O)OC(C)C)C(c2ccc(Cl)cc2)n2c(s/c(=C\c3ccc(OCC(=O)O)cc3)c2=O)=N1 (stereo not drawn)	-34	.	15	-3	.	11	-1.4	1
Cc1csc(NC(=O)CSc2nnc(-c3cc(C)on3)o2)n1	8	1	-4	-1	8	-12	-1.9	-6
O=c1cc(-c2ccccc2)[nH]c2[nH]n(-c3ccccc3)c(=O)c12	15	4	0	1	3	-3	-1.1	2
O=C1OC(Cc2ccccc2)C(c2ccccc2)C1=O (stereo not drawn)	-32	.	1	0	.	-17	0.3	2
O=C(OCc1ccc([N+](=O)[O-])cc1)c1ccccn1	9	10	-10	-1	-10	-12	-0.4	-2
Cc1ccc(CNC(=O)C(=O)NCCC2CCCCN2S(=O)(=O)c2ccccc2)cc1 (stereo not drawn)	4	12	0	0	-15	12	-0.9	1
COc1cc(/C=C2/SC(=O)N(Cc3ccccc3Cl)C2=O)ccc1OCc1ccncc1	-111	-11	4	0	-12	-12	-10	-1
CCn1cc(C(=O)NCc2ccco2)c(=O)c2cc(S(=O)(=O)N3CCc4ccccc4C3)ccc21	2	3	2	-5	3	10	2.5	-7
COc1cc(Cl)ccc1OCc1cc(C(=O)N2CC[C@@H]3CCCC[C@H]3C2)no1	-2	0	5	-2	5	8	-1.0	16
CCCCCn1cnc2sc(-c3ccccc3)cc2c1=O	-27	-4	-3	-7	9	-9	5.8	3
CCCCCCCCCCOC(=O)NC1CCS(=O)(=O)C1 (stereo not drawn)	5	1	-3	-1	12	23	1.2	4
Cc1cccc(C)c1OCc1cc(C(=O)N2CCN(C3CCCC3)CC2)no1	5	0	-2	4	2	6	-1.9	30

Records listed above marked active in MPTP block.
SMILES	SENP8 block	SENP7 inh	HKDC1 inh	GRIN3A LBD mod	SENP6 block	PfG6PD inh	MPTP block	ATG4B inhibitor
COc1cc(/C=C2\SC(=O)N(CCN)C2=O)ccc1OS(=O)(=O)c1cc(C)ccc1C	-5	.	15	-16	.	10	82*	17

Other records follow.
SMILES	SENP8 block	SENP7 inh	HKDC1 inh	GRIN3A LBD mod	SENP6 block	PfG6PD inh	MPTP block	ATG4B inhibitor
CN(CC(=O)Nc1cccc(F)c1)C(=O)c1cccc(S(=O)(=O)N2CC3(C)CC2CC(C)(C)C3)c1 (stereo not drawn)	10	14	2	-3	-16	19	-0.6	6
O=C(Cc1nc2ccccc2[nH]1)c1ccc(Cl)cc1	-57	-7	-4	-4	-16	-18	-0.3	10
CC(C)c1ccc2c(c1)C(N1CCNCC1)Cc1ccc(F)cc1S2 (stereo not drawn)	.	-8	-1	-3	-50	3	.	-3
CCN(CC(=O)Nc1ccc2c(c1)OCCO2)C(=O)c1ccc(C(F)(F)F)cc1	4	-10	1	0	-6	1	-0.6	-5
CC1CCc2nn(CC(=O)NCc3ccc4c(c3)OCO4)cc2C1 (stereo not drawn)	3	-8	-6	-1	2	10	-2.8	-7
COc1ccc2c(=O)c3c(=O)n(Cc4ccco4)c(-c4ccccc4)nc3oc2c1	6	3	-22	-1	9	-6	3.4	-7
CCC(Oc1ccc(C)c(C)c1)C(=O)N1CCCN(C)CC1 (stereo not drawn)	4	5	-2	-5	3	15	-0.1	3
CCNc1nc(NCC)nc(N/N=C/c2ccc(O)c(OC)c2)n1	3	6	-3	0	-6	9	-1.0	5
COc1cccc(NC(=O)COC(=O)Cn2c(C)csc2=O)c1	4	6	-2	1	6	5	-0.6	-1
O=S(=O)(c1ccc2nc(Nc3ccccc3)ccc2c1)N1CCCCC1	-376	10	10	30*	-6	31	-0.6	14
NS(=O)(=O)c1ccc(CCNCc2cc(Br)ccc2OCc2ccccc2F)cc1	13	4	1	2	-1	5	78*	-3
Cc1ccc(Cl)cc1N1CCN(C(=O)CSc2ccsc2[N+](=O)[O-])CC1	16	-5	-2	-3	-10	-4	1.0	30
Cc1cc(C)c(NC(=O)CS(=O)CC(=O)Nc2ccc(N3CCOCC3)cc2)c(C)c1 (stereo not drawn)	13	-10	-3	0	-9	-7	1.2	-5
O=C(O)c1cccc(NC(=O)c2ccc(Cl)c(S(=O)(=O)N3CCCCCC3)c2)c1	17	85*	-2	0	85*	-11	-0.1	-1
Nc1ccc(C(=O)OCC(=O)N2CCc3ccccc3C2)cc1[N+](=O)[O-]	23	-8	3	-1	-17	7	0.9	-1
CC(=O)N1c2ccc(S(=O)(=O)N(C)CC(=O)Nc3cccc(C)c3)cc2CC1C (stereo not drawn)	8	5	-6	-1	-8	1	-0.2	-5

Screening results (PubChem BioAssay)
